Screening data as filed in PubChem.
Casp6 inh: blocks human caspase-6 cleavage activity; inhibition, % at 12.5 µM; purified caspase-6, Z-VEID-R110 cleavage fluorescence; actives 0.53% (n = 350,000); P55212;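 active means mean inhibition across replicates at least about 35%, with every replicate also reaching that limit, limit read from the data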;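 further: 0% = median of neutral control wells and 100% = no fluorescence left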
Target sequence (P55212 24-179 limits assumed): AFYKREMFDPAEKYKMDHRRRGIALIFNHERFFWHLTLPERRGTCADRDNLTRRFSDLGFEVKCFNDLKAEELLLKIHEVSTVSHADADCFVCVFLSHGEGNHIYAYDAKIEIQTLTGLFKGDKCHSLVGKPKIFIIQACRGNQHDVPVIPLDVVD
Target sequence (P55212 194-293 limits assumed): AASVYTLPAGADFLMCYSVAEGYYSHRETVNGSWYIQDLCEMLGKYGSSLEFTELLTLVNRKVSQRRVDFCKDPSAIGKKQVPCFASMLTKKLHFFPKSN
ARNT-TACC3 inh: ARNT/TACC3 interaction disruption. Q9Y6A5. AlphaScreen His-ARNT PAS-B/GST-TACC3 binding, luminescence; TACC3 fragment carries E629A point mutation. inhibition, % at 9.99 µM. actives 0.66% (n = 390,000);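 active means mean inhibition of replicates at least 50% and at least half of replicates each reaching 50%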;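 further: 0% = complete ARNT plus TACC3 wells and 100% = ARNT alone without TACC3; many hits fall short of the cut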
ERp5 inh: ERp5 (human) disulfide isomerase inhibition. Q15084. ERp5 insulin aggregation, absorbance 650 nm, 90 min. inhibition, % at 9.99 µM. actives 0.05% (n = 350,000);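 active means mean replicate inhibition above about 25%, with every replicate also reaching it, limit read from the data, passing the limit was not always enough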
PglD inh: inhibitors of Campylobacter jejuni PglD acetyltransferase; actives 0.098% (n = 360,000); purified PglD enzyme, DTNB colorimetric CoA detection; inhibition, % at 12.5 µM; AID 602405; in the data active means inhibition above about 16%, passing the limit was not always enough; further: strong numbers were not always called active
E-selectin induc: induces E-selectin expression in human endothelial cells. P16581. activation, % at 7.58 µM. HUVEC E-selectin immunofluorescence imaging; normalized: neutral wells 0, TNF-alpha wells 100. actives 0.37% (n = 260,000);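 active means mean E-selectin-positive cell signal at least 10% of the positive control, reached in at least 60% of replicates, without over 20% cell loss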;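 further: in these data hits start at about 27%; measured in HUVEC primary endothelial cells; signal is the percent of cells scored E-selectin positive by PE staining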
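Test system – human umbilical vein endothelial cells (HUVEC), E-selectin induction · Input – 3,000 HUVEC seeded per well · Buffer or medium – EGM-2, gelatin · Compound dosing – single-point compound dose · Detection – immunofluorescence imaging · Measure – percent E-selectin-positive cells · Controls – TNF-alpha high, DMSO low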
RAD52 inh: RAD52 (human) annealing inhibition. P43351. recombinant RAD52 DNA annealing, FRET fluorescence. inhibition, % at 18.7 µM. actives 0.46% (n = 360,000). AID 651710;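 active means every replicate showing at least 50% inhibition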
esBAF inh: inhibitors of esBAF chromatin remodeling in mouse ES cells; AID 602393; actives 2% (n = 350,000); Bmi1-luciferase knock-in reporter, 24 h; 100% = twice the neutral-well signal; reporter increase, % at 12.5 µM; in the data active means activation above about 40%;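 further: 0% = median of the plate's neutral control wells and 100% = double that signal; a rise in the Bmi1 reporter signal indicates esBAF inhibition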
RAD54 inh: blocks human RAD54 Holliday junction branch migration | Q92698 | FAM/BHQ fluorescence | inhibition, % at 10.4 µM | actives 0.14% (n = 360,000) | AID 602329;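 active means mean normalized replicate activity at least 40 and at least half of replicates scoring 40 or more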;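 further: 0% = median of neutral control wells and 100% = median of positive control wells; inhibitors cause a drop in the FAM fluorescence signal; in these data hits start at about 50%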
Target sequence (Q92698 whole entry, looked up): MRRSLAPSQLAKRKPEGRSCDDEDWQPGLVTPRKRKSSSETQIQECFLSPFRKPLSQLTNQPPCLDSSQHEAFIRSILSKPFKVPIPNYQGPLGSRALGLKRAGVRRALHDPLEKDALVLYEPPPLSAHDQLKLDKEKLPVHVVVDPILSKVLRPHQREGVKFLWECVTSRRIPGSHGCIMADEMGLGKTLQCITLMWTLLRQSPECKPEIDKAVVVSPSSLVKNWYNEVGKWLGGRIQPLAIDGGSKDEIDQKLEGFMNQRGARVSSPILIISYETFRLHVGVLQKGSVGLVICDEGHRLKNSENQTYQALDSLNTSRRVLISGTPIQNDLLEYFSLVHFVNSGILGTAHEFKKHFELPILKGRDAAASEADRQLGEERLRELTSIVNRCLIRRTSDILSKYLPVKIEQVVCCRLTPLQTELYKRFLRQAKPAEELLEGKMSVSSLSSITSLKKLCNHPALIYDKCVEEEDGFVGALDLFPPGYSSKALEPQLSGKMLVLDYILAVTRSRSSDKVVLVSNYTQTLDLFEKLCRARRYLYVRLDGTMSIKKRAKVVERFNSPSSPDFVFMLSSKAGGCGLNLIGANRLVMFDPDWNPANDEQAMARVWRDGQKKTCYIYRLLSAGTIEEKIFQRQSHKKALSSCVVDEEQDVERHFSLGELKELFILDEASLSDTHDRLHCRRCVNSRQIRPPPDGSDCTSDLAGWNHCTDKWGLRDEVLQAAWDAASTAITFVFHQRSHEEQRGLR
* marks the source's active call; other numbers are inactive results. An unsorted share of the library; overall some 3.2% were active at least once.

Screening Cc1cc(C)c(NC(=O)CS(=O)CC(=O)N2CCN(c3ccccc3)CC2)c(C)c1 (centres undefined) returned Casp6 inh 8, ARNT-TACC3 inh -4, ERp5 inh 3, PglD inh -2, RAD52 inh -13, esBAF inh 7 and RAD54 inh -2.
Screening Cc1ccc(S(=O)(=O)N2C[C@H](O)COC[C@H]3O[C@H](CC(=O)NCc4ccc5c(c4)OCO5)CC[C@@H]32)cc1 returned Casp6 inh 0, ARNT-TACC3 inh -13, ERp5 inh 1, PglD inh -1, E-selectin induc 1.5, RAD52 inh -4, esBAF inh -3 and RAD54 inh 6.
Cc1cc(=O)n2c3ccccc3n(CC(O)CN3CCCC3)c2c1C#N (centres undefined) was read as Casp6 inh -2, ARNT-TACC3 inh -2, ERp5 inh -2, PglD inh 0, RAD52 inh -18, esBAF inh -5 and RAD54 inh 27.
Screening C[C@@H]1CN([C@@H](C)CO)C(=O)c2cc(NS(=O)(=O)c3ccc(Cl)cc3)ccc2O[C@H]1CN(C)C(=O)NC1CCCCC1 returned Casp6 inh 4, ERp5 inh -4, PglD inh 0, E-selectin induc 22, RAD52 inh 0, esBAF inh 6 and RAD54 inh 10.
For CCCN(CCC)Cc1c(C(=O)N/N=C/c2ccc(Br)cc2)nnn1-c1nonc1N the results were Casp6 inh -1, ARNT-TACC3 inh -6, ERp5 inh 7, PglD inh 2, E-selectin induc 0.0, RAD52 inh -5, esBAF inh 2 and RAD54 inh 9.
Screening CC(=O)Nc1ccc(NC(=O)N(c2ccccc2)c2ccccc2)cc1 returned Casp6 inh 5, ARNT-TACC3 inh -3, ERp5 inh -2, PglD inh -1, RAD52 inh -8, esBAF inh -7 and RAD54 inh 5.
For CC1CC(C(=O)Nc2ccccc2)C(=O)O1 (centres undefined) the results were Casp6 inh 4, ARNT-TACC3 inh 0, ERp5 inh -7, PglD inh -1, E-selectin induc 0.0, RAD52 inh -31, esBAF inh -3 and RAD54 inh 0.
Screening COC(=O)c1ccc(CSc2ccccc2C)o1 returned ARNT-TACC3 inh -8, PglD inh 5, esBAF inh 8 and RAD54 inh 6.
For CC(C)(O)[C@@H]1Cc2c(ccc3ccc(=O)oc23)O1 the results were Casp6 inh 1, ARNT-TACC3 inh -3, ERp5 inh 0, PglD inh -4, E-selectin induc -0.3, RAD52 inh -14, esBAF inh 10 and RAD54 inh -13.
`CCc1noc(C)c1C(=O)NCCc1ccc(S(N)(=O)=O)cc1` gave Casp6 inh 3, ARNT-TACC3 inh -13, ERp5 inh -3, PglD inh 6, E-selectin induc -0.2, RAD52 inh -9, esBAF inh 2 and RAD54 inh -2.
Screening COC(CC(=O)NNC(=S)Nc1ccccc1)OC returned Casp6 inh -2, ERp5 inh 3, PglD inh -3, RAD52 inh 3, esBAF inh 2 and RAD54 inh 6.
For COc1ccc(N2CCN(C(=O)C3Cc4ccccc4CN3C(=O)c3ccccc3)CC2)cc1 (centres undefined) the results were Casp6 inh 6, ARNT-TACC3 inh 5, ERp5 inh 3, PglD inh -2, E-selectin induc 1.0, RAD52 inh -7, esBAF inh 72* and RAD54 inh 6.
For Cc1ccc2cc(C#N)c(N3CCN(C(=O)c4cccs4)CC3)nc2c1 the results were Casp6 inh 6, ARNT-TACC3 inh 1, ERp5 inh -2, PglD inh 5, E-selectin induc 0.0, RAD52 inh -2, esBAF inh -5 and RAD54 inh 2.
CN(C(=O)COC(=O)c1ccc2[nH]c3c(c2c1)CCCC3)C1CCS(=O)(=O)C1 (centres undefined) was read as Casp6 inh 1, ARNT-TACC3 inh 6, ERp5 inh -2, PglD inh 2, E-selectin induc 1.4, RAD52 inh -1, esBAF inh -2 and RAD54 inh -4.
`CC(CCN1CCC(n2nccc2NC(=O)c2ccccc2Cl)CC1)c1ccccc1` (centres undefined) gave Casp6 inh -3, ARNT-TACC3 inh 2, ERp5 inh 2, PglD inh -2, E-selectin induc 0.0, RAD52 inh -20 and RAD54 inh 3.
`Cc1cc(C(=O)Cn2nnc(-c3ccc(Cl)cc3)n2)c(C)n1-c1ccccc1` gave Casp6 inh -1, ARNT-TACC3 inh 6, ERp5 inh 3, E-selectin induc 0.2, RAD52 inh -1 and esBAF inh -4.
Screening CCOc1cc(C(=O)N2CCCN(C)CC2)cc(OCC)c1OCC returned Casp6 inh -3, ARNT-TACC3 inh 17, ERp5 inh -1, PglD inh 1, RAD52 inh -9, esBAF inh -2 and RAD54 inh -8.
`O=C(COC(=O)C1=NN(c2ccccc2)C(=O)CC1)Nc1ccc([N+](=O)[O-])cc1C(F)(F)F` gave Casp6 inh 0, ARNT-TACC3 inh -3, ERp5 inh -3, PglD inh 2, E-selectin induc -0.5, RAD52 inh -6, esBAF inh 3 and RAD54 inh -5.
Screening Cc1c(NC(=O)C(C)OC(=O)CCC2CCCC2)c(=O)n(-c2ccccc2)n1C (centres undefined) returned Casp6 inh -2, ARNT-TACC3 inh -8, ERp5 inh 1, PglD inh -1, E-selectin induc 3.0, RAD52 inh -2, esBAF inh 5 and RAD54 inh 0.
For Cc1ccc(F)c(C2=CC(=O)C[C@H](c3ccc(F)cc3)C2)c1 the results were Casp6 inh -1, ARNT-TACC3 inh 1, ERp5 inh 1, PglD inh -5, E-selectin induc 1.0, RAD52 inh -2, esBAF inh -3 and RAD54 inh -1.

The list goes on, overlapping the part above by 3 compounds.
`O=C(COC(=O)C1=NN(c2ccccc2)C(=O)CC1)Nc1ccc([N+](=O)[O-])cc1C(F)(F)F` gave Casp6 inh 0, ARNT-TACC3 inh -3, ERp5 inh -3, PglD inh 2, E-selectin induc -0.5, RAD52 inh -6, esBAF inh 3 and RAD54 inh -5.
Screening Cc1c(NC(=O)C(C)OC(=O)CCC2CCCC2)c(=O)n(-c2ccccc2)n1C (centres undefined) returned Casp6 inh -2, ARNT-TACC3 inh -8, ERp5 inh 1, PglD inh -1, E-selectin induc 3.0, RAD52 inh -2, esBAF inh 5 and RAD54 inh 0.
For Cc1ccc(F)c(C2=CC(=O)C[C@H](c3ccc(F)cc3)C2)c1 the results were Casp6 inh -1, ARNT-TACC3 inh 1, ERp5 inh 1, PglD inh -5, E-selectin induc 1.0, RAD52 inh -2, esBAF inh -3 and RAD54 inh -1.
COc1ccccc1CC(NC(C)=O)C(=O)NC1CCN(C(=O)Nc2ccc(F)cc2)CC1 (centres undefined) was read as ARNT-TACC3 inh -12, ERp5 inh 0, PglD inh 4, E-selectin induc 0.2, RAD52 inh -2, esBAF inh -2 and RAD54 inh 0.
Screening C[C@H]1CCCCO[C@@H](CN(C)S(=O)(=O)c2ccc(F)cc2)[C@@H](C)CN([C@@H](C)CO)C(=O)c2cc(N(C)C)ccc2O1 returned Casp6 inh 0, ARNT-TACC3 inh 11, ERp5 inh -5, PglD inh 3, E-selectin induc 1.5, RAD52 inh 0, esBAF inh -2 and RAD54 inh -11.
Screening CCC(=O)N1C[C@@H](C)[C@H](OC)CN(C)C(=O)c2cc(NC(=O)Nc3ccccc3)ccc2OC[C@@H]1C returned Casp6 inh 0, ARNT-TACC3 inh -3, ERp5 inh 1, PglD inh -1, E-selectin induc -0.1, RAD52 inh 13, esBAF inh -3 and RAD54 inh -16.
For Cc1cccc(-c2nc3ccccc3c(=O)n2N)c1 the results were Casp6 inh 2, ARNT-TACC3 inh 11, ERp5 inh 2, PglD inh -2, RAD52 inh -4, esBAF inh -1 and RAD54 inh -5.
O=C(NCC1CCN(c2ccc(S(=O)(=O)N3CCOCC3)cc2)CC1)Nc1ccccc1 was read as Casp6 inh -2, ARNT-TACC3 inh 4, ERp5 inh 3, PglD inh 1, RAD52 inh -22, esBAF inh 10 and RAD54 inh 1.
`C/C=C/c1ccc([C@H]2[C@@H](C#N)N(C(=O)NC3CCCC3)[C@H]2CO)cc1` gave Casp6 inh 0, ARNT-TACC3 inh -1, ERp5 inh 1, PglD inh 4, E-selectin induc -0.3, RAD52 inh -71, esBAF inh 5 and RAD54 inh -2.
`Cc1ncoc1C(=O)Nc1cccc(Cl)c1` gave Casp6 inh 4, ARNT-TACC3 inh 34, ERp5 inh -5, PglD inh -6, RAD52 inh -26, esBAF inh 1 and RAD54 inh -8.
`CCN(CC)c1nc(N2CCOCC2)nc2ccccc12` gave Casp6 inh 2, ARNT-TACC3 inh -6, ERp5 inh 0, PglD inh 0, RAD52 inh -1, esBAF inh -15 and RAD54 inh -9.
For CCOC(=O)N1CCC(N2CCN(C3CCCC3)C(CCO)C2)CC1 (centres undefined) the results were ARNT-TACC3 inh -9, ERp5 inh -2, RAD52 inh -11 and esBAF inh -1.
Screening CCN1C(=O)c2cccc3c(S(=O)(=O)Nc4ccccc4)ccc1c23 returned ARNT-TACC3 inh -3, PglD inh 1, esBAF inh -5 and RAD54 inh -9.
`COc1ccccc1CNC(=O)[C@H](Cc1c[nH]c2ccccc12)NC(=O)[C@@H]1Cc2ccccc2CN1` gave Casp6 inh 3, ARNT-TACC3 inh 5, ERp5 inh 0, PglD inh -2, RAD52 inh 19, esBAF inh 2 and RAD54 inh 5.
Screening CC12CC(=O)C3C(CCC4=CC(=O)CCC43C)C1CC=C2CC(=O)O (centres undefined) returned Casp6 inh -5, ARNT-TACC3 inh 12, ERp5 inh 4, PglD inh -2, E-selectin induc 0.2, RAD52 inh -15, esBAF inh 1 and RAD54 inh -6.
Screening Cc1c(C(=O)C(=O)NCCc2ccc(S(N)(=O)=O)cc2)c2ccccc2n1C returned Casp6 inh 0, ARNT-TACC3 inh -4, ERp5 inh 1, PglD inh -3, RAD52 inh -13, esBAF inh 6 and RAD54 inh 0.
Screening O=C(Nc1cccc(F)c1)[C@@H]1CCCN1 returned Casp6 inh -2, ARNT-TACC3 inh 9, ERp5 inh 3, PglD inh -1, E-selectin induc -0.1, RAD52 inh -5, esBAF inh 2 and RAD54 inh -10.
Cc1ccc(S(=O)(=O)Nc2ccc3c(c2)CC(=O)N([C@H](C)CO)C[C@@H](C)[C@H](CN(C)CC2CC2)O3)cc1 was read as Casp6 inh -4, ARNT-TACC3 inh -2, ERp5 inh 2, PglD inh 3, E-selectin induc 0.8, RAD52 inh 8, esBAF inh 3 and RAD54 inh 13.
For Cc1ccc(S(=O)(=O)NN2C(=O)c3ccccc3NC2C)cc1 (centres undefined) the results were Casp6 inh 0, ARNT-TACC3 inh -10, ERp5 inh 0, E-selectin induc 0.6 and RAD52 inh -4.
For CS(=O)(=O)N1[C@@H](C#N)[C@H](c2ccccc2)[C@@H]1CO the results were Casp6 inh 2, ARNT-TACC3 inh -11, ERp5 inh -4, PglD inh -2, E-selectin induc -0.1, RAD52 inh -6, esBAF inh 2 and RAD54 inh -11.
`O=C(Nc1ccc2ccccc2n1)c1ccccc1` gave Casp6 inh -1, ARNT-TACC3 inh -8, ERp5 inh -1, PglD inh 3, E-selectin induc -0.1, RAD52 inh -15, esBAF inh 1 and RAD54 inh -11.
Screening Cc1ccccc1S(=O)(=O)N1CCCCN2[C@H](CO)[C@@H](c3ccc(-c4cccc(F)c4)cc3)[C@H]2C1 returned Casp6 inh 0, ARNT-TACC3 inh 14, ERp5 inh -3, PglD inh 8, E-selectin induc -0.9, RAD52 inh -18, esBAF inh -8 and RAD54 inh 12.
Screening CN1CCN(CC(=O)c2cc(C(C)(C)C)c(O)c(C(C)(C)C)c2)CC1 returned Casp6 inh -34, ARNT-TACC3 inh -13, ERp5 inh 2, PglD inh -2, RAD52 inh -1, esBAF inh -1 and RAD54 inh 3.
For O=C(Nc1ccccn1)c1c(O)c2cccc3c2n(c1=O)CCC3 the results were ARNT-TACC3 inh 3, PglD inh 1, esBAF inh 64* and RAD54 inh 1.
C[C@@H]1CN([C@@H](C)CO)C(=O)c2cc(/C=C/c3ccccc3)cnc2O[C@@H]1CN(C)S(=O)(=O)c1cn(C)cn1 was read as Casp6 inh -3, ARNT-TACC3 inh -5, ERp5 inh -6, PglD inh 0, E-selectin induc 0.4, RAD52 inh 8, esBAF inh 0 and RAD54 inh -7.
Cc1ccc(Cn2ccsc2=NC(=O)CCl)cc1 was read as Casp6 inh 11, ARNT-TACC3 inh -8, ERp5 inh -4 and RAD52 inh -11.
